# Source: PubChem BioAssay
# Kir21 block: inhibitors of mouse Kir2.1 inward-rectifier potassium channel; Inward rectifier potassium channel 2 (Mus musculus), P35561; HEK293-Kir2.1, FluxOR thallium flux fluorescence; stronger effect = lower value; B-score at 10 µM; actives 0.85% (n = 310,000); AID 1672, 2009;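 active means fluorescence ratio B-score at or below minus 3 SD of library scores, with starting-brightness B-score within 2 SD, cut at about -4.2 in these data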;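 further: channel flux triggered by added potassium and thallium sulfate stimulus; B-score of peak minus minimum fluorescence over baseline after thallium stimulus; more negative B-score means stronger Kir2.1 block with less thallium influx; some compounds called inactive have numbers as strong as hits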
# KCNQ2 block: KCNQ2 potassium channel inhibitors, primary screen, cell-based, CHO-K1, FluxOR thallium flux, B-score (AID 2156) | Potassium voltage-gated channel subfamily KQT member 2 (Rattus norvegicus), O88943 | 20 min; stronger effect = lower value | B-score at 10 µM | actives 1.1% (n = 310,000);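 active means fluorescence ratio B-score at most minus 3 library SDs, with starting brightness B-score within 2 library SDs, cut at about -5.5 in these data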
# Target sequence (O88943 whole entry, looked up): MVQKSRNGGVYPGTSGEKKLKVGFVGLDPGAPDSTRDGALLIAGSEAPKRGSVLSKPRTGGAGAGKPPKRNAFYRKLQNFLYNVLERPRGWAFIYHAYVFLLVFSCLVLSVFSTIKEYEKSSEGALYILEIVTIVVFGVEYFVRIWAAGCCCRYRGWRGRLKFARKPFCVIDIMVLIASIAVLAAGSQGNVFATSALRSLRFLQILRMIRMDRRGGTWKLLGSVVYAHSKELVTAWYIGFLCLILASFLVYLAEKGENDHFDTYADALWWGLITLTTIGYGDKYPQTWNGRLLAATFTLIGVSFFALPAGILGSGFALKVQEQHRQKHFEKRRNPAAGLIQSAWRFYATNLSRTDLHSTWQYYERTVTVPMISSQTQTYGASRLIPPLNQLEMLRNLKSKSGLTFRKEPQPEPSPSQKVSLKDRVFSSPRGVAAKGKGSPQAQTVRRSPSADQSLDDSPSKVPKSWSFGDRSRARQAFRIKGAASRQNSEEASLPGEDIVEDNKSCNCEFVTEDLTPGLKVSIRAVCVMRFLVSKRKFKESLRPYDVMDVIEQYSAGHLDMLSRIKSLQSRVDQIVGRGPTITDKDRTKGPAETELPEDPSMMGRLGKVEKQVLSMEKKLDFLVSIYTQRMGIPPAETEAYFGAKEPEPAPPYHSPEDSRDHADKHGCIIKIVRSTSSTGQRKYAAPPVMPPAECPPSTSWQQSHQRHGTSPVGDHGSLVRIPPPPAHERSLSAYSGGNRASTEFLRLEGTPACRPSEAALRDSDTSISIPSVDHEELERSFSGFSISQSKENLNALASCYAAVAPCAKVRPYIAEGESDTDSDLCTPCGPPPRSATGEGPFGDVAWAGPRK
# Active calls of the source: *; i = inactive.
Kir21 block	KCNQ2 block	SMILES
-1.3	i	O=C(O)c1ccccc1C(=O)c1ccc2c(c1)N(Cc1ccc(Cl)c(Cl)c1)C(=O)CO2
-1.5	i	O=C(Nc1nccs1)c1ccc(Br)o1
1.4	i	CCN(CC)CCN1C(=O)/C(=C\c2ccc(Cl)c([N+](=O)[O-])c2)SC1=Nc1ccc(OC)cc1
1.6	i	COc1ccc(C(=O)OCC(=O)NCCCc2ccccc2)c(OC)c1
-0.13	i	COc1cccc(C(=O)CSc2nc3ccccc3n2CC(=O)N(C(C)C)C(C)C)c1
-1.6	i	Cc1ccc(-c2nnc(-c3ccc(NC(=O)c4ccco4)cc3)o2)cc1
0	i	CCOc1ccccc1/C=N/n1nnnc1N
-2.3	i	O=C(CSc1ccc(F)cc1)NCC1(N2CCOCC2)CCCCC1
0.2	i	COc1ccc2nc(SCC(=O)NC3CCCc4ccccc43)[nH]c2c1 (stereo unspecified)
-0.45	i	C=CCn1c(CCC(=O)O)ccc1-c1ccc(OC)cc1
0.5	i	CSc1nc(-c2ccccc2)nc(NC(=O)c2ccccc2)c1C(C)=O
0.9	i	CC1(C)CC(=O)C2=C(C1)N(N1CCOCC1)C(N)=C(C#N)C2c1cccnc1 (stereo unspecified)
-0.06	i	CC12CN(C(=O)c3ccc([N+](=O)[O-])cc3)CC(C)(CN(C(=O)c3ccc([N+](=O)[O-])cc3)C1)C2=O
-0.03	i	COc1cccc(-c2csc(N3CCN(C(=O)Nc4ccccc4OC)CC3)n2)c1
1.7	i	Cc1ccc(S(=O)(=O)N(C)C)cc1NC(=O)COC(=O)CC1CCCC1
-3	i	C=CCNC(=O)CCc1nnc(C2(c3ccc(Cl)cc3)CCC2)o1
-0.97	i	COc1ccc(C(=O)/C=C/Nc2ccc(S(=O)(=O)Nc3cc(OC)nc(OC)n3)cc2)c(OC)c1
0.1	i	COc1ccc2c(c1)c1ccccc1n2C
0.55	i	CCCc1cc(=O)n2[nH]c(-c3ccccc3)cc2n1
4.2	i	COc1ccc(CCNC(=O)c2ccc3nc4cc(Cl)ccc4c(=O)n3c2)cc1OC
-0.87	i	O=C(Nc1ccc2oc(-c3cccnc3)nc2c1)c1ccc([N+](=O)[O-])o1
-0.9	i	N#C/C(=C/c1ccc(CNS(=O)(=O)c2ccccc2)o1)C(=O)NCc1ccccc1
0.02	i	CC1(C)Cc2c(C#N)c(NCC3CCCO3)nc(-c3ccco3)c2CO1 (stereo unspecified)
-2.1	i	COC(=O)Nc1nc(-c2ccccc2)c(C(=O)c2ccc(Cl)cc2)s1
1.2	i	CCn1cc(C(=O)N2CCN(c3ccc([N+](=O)[O-])cc3)CC2)c(=O)c2ccc(C)nc21
-0.11	i	CC(C)c1ccc(NC(=O)c2ccc(NC3=NC4CS(=O)(=O)CC4S3)cc2)cc1 (stereo unspecified)
0.18	i	COc1ccc(C2SCC(=O)N2C)cc1 (stereo unspecified)
-0.27	i	O=C(CSc1nc2ccccc2n1CC(=O)NCc1ccccc1)NCc1ccco1
0.4	i	O=C(c1c(F)cccc1F)N1CCCC(c2nc(-c3ccc(Cl)cc3)no2)C1 (stereo unspecified)
2.2	i	COC(=O)C1=C(N)Oc2cc(C)n(CCc3ccccc3)c(=O)c2C1c1cccnc1 (stereo unspecified)

# Two compounds drawn at random from those above:
Kir21 block	KCNQ2 block	SMILES
1.4	i	CCN(CC)CCN1C(=O)/C(=C\c2ccc(Cl)c([N+](=O)[O-])c2)SC1=Nc1ccc(OC)cc1
-0.13	i	COc1cccc(C(=O)CSc2nc3ccccc3n2CC(=O)N(C(C)C)C(C)C)c1

# (listing goes on)
Kir21 block	KCNQ2 block	SMILES
-0.58	i	COC(=O)c1ccccc1OCCCCN1CC(C)OC(C)C1 (stereo unspecified)
0.02	i	CCCc1c(C(=O)Nc2ccc(OC)cc2)cnn1-c1ccccc1
-0.12	i	CCN(CC)CCn1c(=S)[nH]c2ccc(Br)cc2c1=O
0.22	i	Cc1cc(C)n(-c2ccc(C(=O)NC3=NCCS3)cc2)n1
0.84	i	COc1ccc(CC(=O)Nc2cccnc2)cc1
1.1	i	Cc1nn(CCc2nn[nH]n2)c2nc(-c3ccc(Br)cc3)cc(C(F)(F)F)c12
-0.29	i	CC(=O)Nc1nc2ccccc2n1Cc1ccc(Cl)cc1
0.29	i	NC(=O)CC(NC(=O)c1ccc(Br)cc1)c1ccc(NC2CCCCCCC2)c([N+](=O)[O-])c1 (stereo unspecified)
-0.01	i	O=C(NC12CC3CC(CC(C3)C1)C2)c1ccc([N+](=O)[O-])o1
-0.19	i	O=c1c(Cc2ccc(Cl)cc2)c(O)ccn1Cc1cccc(Cl)c1
1	i	COc1ccc(N(CC(=O)Nc2ccc3c(c2)OCCO3)S(C)(=O)=O)c(OC)c1
1.2	i	COc1ccc(N2CCN(C(=O)c3cccc(NC(=O)c4ccco4)c3)CC2)cc1
-1.3	i	CCN1CCN(CC(=O)n2c3c(c4ccccc42)CC(C)CC3)CC1 (stereo unspecified)
2.5	i	CCOc1ccc(NC(=O)CCCN2C(=S)NC(C)(C)CC2C)cc1 (stereo unspecified)
-0.18	i	CCOC(=O)C1=C(C)NC2=C(C(=O)CC(C)(C)C2)C1c1ccc(O)c(OCC)c1 (stereo unspecified)
0.33	i	COc1ccc(S(=O)(=O)Cc2ccc(C(=O)N3CCN(c4ccccc4)CC3)o2)cc1
0.01	i	CC(=O)c1sc(NC(=O)C2CCN(C(=O)c3ccccc3C)CC2)nc1-c1ccccc1
0.31	i	CC1CCN(C(=O)CCc2nnc3ccc(NCCCN4CCCC4=O)nn23)CC1
-0.68	i	CCOc1ccc(CN2CCNC(=O)C2CC(=O)NCCN2CCOC2=O)cc1 (stereo unspecified)
2.2	i	CCc1c(O)nc2ccccn2c1=O
-0.92	i	O=C(CCc1ccccc1)NNC(=O)Nc1ccc(F)c(Cl)c1
1.3	i	CC1CCC2(CC1)SCC(=O)N2c1ccccc1 (stereo unspecified)
-0.88	i	CCOc1ccc(S(=O)(=O)NCCCl)cc1
0.1	i	CCOC(=O)C1CCN(Cc2ccc(-c3ccccc3)cc2)CC1
-0.24	i	Cc1cc(=O)n2[nH]c(C)cc2n1
-0.97	i	CC(=O)Nc1ccccc1-c1nc2ccc(C(=O)N3CCN(c4ccccc4)CC3)cc2[nH]c1=O
-0.1	i	COc1ccc(CC(=O)N2CCN=C2SCc2ccc([N+](=O)[O-])cc2)cc1
0.22	i	COc1ccc(C(=O)NCC(=O)OCC(=O)N2CCC(C)CC2)cc1OC
0.8	i	O=C(CCC(=O)N1CCCC1)Nc1ccc([N+](=O)[O-])cc1
-0.02	i	COc1ccccc1/C=C/[C@@H]1C[C@H]2CN(Cc3cccc(Cl)c3)C(=O)[C@]23CCCN13

# Part of the list above, bar-delimited:
SMILES | Kir21 block | KCNQ2 block
COC(=O)c1ccccc1OCCCCN1CC(C)OC(C)C1 (stereo unspecified) | -0.58 | i
CCCc1c(C(=O)Nc2ccc(OC)cc2)cnn1-c1ccccc1 | 0.02 | i
CCN(CC)CCn1c(=S)[nH]c2ccc(Br)cc2c1=O | -0.12 | i

# 6 entries from above, tab-delimited.
mol	Kir21 block	KCNQ2 block
COc1ccc(CC(=O)Nc2cccnc2)cc1	0.84	i
Cc1nn(CCc2nn[nH]n2)c2nc(-c3ccc(Br)cc3)cc(C(F)(F)F)c12	1.1	i
CC(=O)Nc1nc2ccccc2n1Cc1ccc(Cl)cc1	-0.29	i
NC(=O)CC(NC(=O)c1ccc(Br)cc1)c1ccc(NC2CCCCCCC2)c([N+](=O)[O-])c1 (stereo unspecified)	0.29	i
O=C(NC12CC3CC(CC(C3)C1)C2)c1ccc([N+](=O)[O-])o1	-0.01	i
O=c1c(Cc2ccc(Cl)cc2)c(O)ccn1Cc1cccc(Cl)c1	-0.19	i

# The results go on:
Kir21 block	KCNQ2 block	SMILES
0.67	i	COc1ccc(C2=NO[C@@H]3C(=O)N(c4cccc(C)c4C)C(=O)[C@H]23)cc1OC
-0.72	i	CCOC(=O)C1=NN(c2ccc(OC)cc2)C(c2ccccc2)CC1=O (stereo unspecified)
-0.56	i	CCc1nn(CC(=O)N2CCN(c3ccc(OC)cc3)CC2)c(=O)c2cc3occc3n12
1	i	CC/C(=N/Nc1ccccc1)c1cnnc(-c2ccccc2)n1
-0.42	i	COc1ccc(C(=O)N=c2sc3c(C)ccc(OC)c3n2C)cc1
-0.89	i	O=C1Cc2ccccc2C(c2ccc(Cl)cc2Cl)N1 (stereo unspecified)
0.93	i	Cc1cccnc1NC(=O)c1ccc(NS(=O)(=O)c2ccc3[nH]c(=O)[nH]c3c2)cc1
-0.24	i	COC(=O)c1ccc(NC(=O)c2ccccc2)o1
-0.31	i	COc1ccc(NC(=O)/C=C/c2ccc(C)o2)cc1S(=O)(=O)N1CCOCC1
-0.01	i	Cn1c(=O)cc(SCC(=O)N2CCN(C(=O)c3ccco3)CC2)c2ccccc21
-2.4	i	Cc1c(C(=O)N2CCC(C)CC2)cccc1[N+](=O)[O-]
1.1	i	COCCOC(=O)C1=C(C)N=C2SCCC(=O)N2C1c1ccc(C(=O)OC)cc1 (stereo unspecified)
0.51	i	CS(=O)(=O)N1CCC(C(=O)NCC2CCCO2)CC1 (stereo unspecified)
-1.8	i	CCOC(=O)N1CCC(NC(=O)CCc2c(C)nc3c(c(C)nn3C(C)(C)C)c2C)CC1
-1.5	i	CCCC(=O)NC(c1ccc(Cl)cc1)c1ccc2cccnc2c1O (stereo unspecified)
-0.29	i	CCCCOc1ccc(/C=N/NC(=S)Nc2cccc(C)c2C)cc1
0.21	i	CC(=O)Nc1ccc2c(c1)nc(C)n2-c1ccccc1
1.6	i	COc1ccccc1Nc1ncc(C(C)=O)c(C)n1
-1.1	i	Cc1cccc(OCCCc2c(C)n[nH]c2C)c1
-0.91	i	CC(C)c1ccccc1NC(=O)Nc1ccc(F)cc1F
0.17	i	Cc1cc(C)nc(Nc2n[nH]c(COc3cccc4ccccc34)n2)n1
-0.78	i	Cc1ccccc1N(C(=O)c1csnn1)C(C(=O)NC(C)(C)C)c1cccs1 (stereo unspecified)
-0.22	i	O=C(Nc1ccc(NC(=O)C2CCCCC2)nc1)c1ccccn1
-4	i	COC(=O)c1ccccc1NC(=O)CSCC(=O)Nc1ccc(F)cc1
0.32	i	COc1ccc(CCNC(=O)CSc2ccccc2)cc1OC
-0.3	i	Cc1ccc(OCCNC(=O)c2ccc3c(c2)OCO3)cc1
-2	i	O=C(CN1C(=O)c2cccc3cccc1c23)N1CCN(Cc2ccc3c(c2)OCO3)CC1
2.3	i	Cc1ccc(-c2nnc(CSc3nc(C(C)C)nc4sc(C)c(C)c34)o2)cc1
0.12	i	CC1(C)CC(CC(=O)NC(=S)Nc2ccc([N+](=O)[O-])cc2)C(=O)O1 (stereo unspecified)
0.04	i	Cc1cccn2c(CN(C)CCC3CCCCO3)c(C(=O)N3CCCCC3)nc12 (stereo unspecified)

# Next part
Kir21 block	KCNQ2 block	SMILES
0.8	i	CCNC(=O)/C(=C\c1ccc2c(c1)OCO2)NC(=O)c1ccc(Br)cc1
1.2	i	N#CCc1nn(Cc2ccc(F)cc2)c(=O)c2ccccc12
-0.92	i	O=C(CCCSc1nc2ccccc2c(=O)[nH]1)c1ccccc1
-2	i	O=C(O)c1ncn(Cc2ccccc2)c1C(=O)O
-2.3	i	c1coc(Cn2c(SCc3nc4ccccc4[nH]3)nnc2-c2cccs2)c1
1.4	i	Cc1cccc(-n2c(C)c(-c3ccccc3)[nH]c2=S)c1
0.02	i	CCOC(=O)CNC(=O)CSc1ncnc2c1cnn2Cc1ccccc1
0.59	-8.1*	COCCNC(C(=O)Nc1cc(Cl)cc(Cl)c1)c1ccccc1 (stereo unspecified)
0.43	i	C=CCn1c(=NC(=O)c2cccs2)sc2cccc(OC)c21
0.12	i	Cn1cc([N+](=O)[O-])c(C(=O)Nc2cnn(Cc3ccc(F)cc3)c2)n1
0.02	i	CN(C)c1ccc(-c2nnn(CC(=O)Nc3ccccc3N3CCOCC3)n2)cc1
1.9	i	Cc1ccc(S(=O)(=O)N2CCCC2C(=O)OCc2nc3sc(C)c(C)c3c(=O)[nH]2)cc1 (stereo unspecified)
-0.14	i	COc1ccc(N(C(=O)c2cnccn2)C(C(=O)NC2CCCCC2)c2ccc(O)cc2)cc1 (stereo unspecified)
-0.06	i	COc1cccc(C2c3c(oc4ccc(F)cc4c3=O)C(=O)N2CCCN2CCOCC2)c1 (stereo unspecified)
-0.65	i	Cc1cc(C)n2cc(CSc3nc4ccccc4[nH]3)nc2n1
-1.1	i	COc1ccc(/C=C2/SC(=O)N(CC(=O)NCCC(C)C)C2=O)cc1OC
2.3	i	Cc1cc(C(=O)Nc2ccccc2C#N)n(-c2ccccc2)n1
-0.63	i	CSc1nc2ccc(NC(=O)c3ccco3)cc2s1
0.21	i	O=C(c1cc2sccc2n1Cc1ccc(F)cc1)N1CCc2ccccc21
-0.09	i	O=C(Cc1nnc(NC(=O)Nc2ccc(F)cc2)s1)NCc1ccccc1
0.22	i	CCCCNC(=O)CC(=O)Nc1ccccc1C(=O)O
0.12	i	COC(=O)c1ccc(COc2ccc(/C=N/N3CCN(C)CC3)cc2)cc1
0.37	i	O=C(Nc1ccc(Cl)c(Cl)c1)c1csc(-c2ccccc2)n1
0.01	i	Cc1ccc([N+](=O)[O-])cc1S(=O)(=O)N1CCCN(C)CC1
0.74	i	Cc1c(C(=O)N2CCOCC2)c(S(=O)(=O)N2CCN(c3ccc(Cl)cc3)CC2)c(C)n1C
-1.4	i	O=C(Nc1cccc(C(F)(F)F)c1)C1CCCO1 (stereo unspecified)
0.59	i	CCCNc1nc(N)nc(-c2cc(Cl)ccc2OC)n1
0.18	i	CCOC(=O)C1=C(O)C(=O)N(CCCn2ccnc2)C1c1ccc(C)cc1 (stereo unspecified)
